Screening data deposited in PubChem by Broad Institute.
INS-1E GSIS act: GLuc luminescence reporter in INS-1E cells, primary screen for activators of glucose-dependent secretion of insulin; INS-1E GLuc reporter insulin secretion, 2-3 h; activation, % at 16.6 µM; 370,000 tested, 0.61% active; AID 743287;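 active = lowest replicate activation of at least 40%, so every replicate reaches that level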;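 also: 0% = median of neutral control wells and 100% = median of IBMX positive control wells; some compounds called inactive have numbers as strong as hits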
F508del corr: CFTR F508del correction in bronchial cells | CFBE cells, YFP halide quenching; stimulated with forskolin plus potentiator P3; % fluorescence drop versus neutral controls | 350,000 tested, 0.36% active | activity (quench increase), % at 7.58 µM | AID 720511;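 active = mean added fluorescence quench of at least 8% versus neutral control, with both replicates also reaching 8%; inconclusive = only one of the mean or replicate conditions met; inactive = mean below 8% and not both replicates reaching 8%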;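 also: cells transiently co-express mutant CFTR-F508del with the halide-sensitive YFP; corrector assay measuring rescue of mutant channel to the surface after 24 h compound exposure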
PAX8 reporter: PAX8 transcriptional activity inhibition; RMG-I TPO-luciferase reporter, SteadyGlo, 24 h; inhibition, % at 12.6 µM; 360,000 tested, 1.2% active; AID 652154;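 active = mean replicate inhibition at least 60% with every replicate also reaching 60%; inconclusive = only one of the two criteria is met; inactive = mean below 60% and not all replicates reaching 60%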;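 also: luciferase light reporting Pax8 driven TPO promoter activity; plate controls were median of neutral control wells for no effect and mitoxantrone controls for full effect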
miR122 inh: blocks miR-122 activity in Huh7 sensor cells; Huh7 miR-122 Renilla luciferase sensor, 48 h; neutral wells = 0, positive control = 100; activation (reporter increase), % at 12.5 µM; 340,000 tested, 0.3% active; AID 602342;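 active = mean replicate activation score at least 90 and every replicate individually at or above 90; inconclusive = only one of the two criteria met; inactive = neither criterion met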;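 also: higher luciferase means less miR-122 activity so hits act as miR-122 inhibitors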
EWS-Fli block: EWS/Fli transcriptional activity inhibition; inhibition, % at 12.6 µM; A673 NR0B1-luciferase reporter, viability-normalised; 350,000 tested, 0.67% active;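 active = mean inhibition of at least 50% after viability correction, with every replicate also passing that limit; inconclusive = mean reaches 50% but only one of two replicates passes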;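 also: firefly luciferase signal divided by Alamar Blue viability fluorescence both relative to DMSO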
FN deposit inh: fibronectin deposition inhibition | AH1F fibroblasts, Alexa488-fibronectin deposition fluorescence, overnight | inhibition, % at 12.6 µM | 350,000 tested, 0.086% active | AID 743247;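 active = mean inhibition across replicates of 30% or more, regardless of how many single replicates reach that level; inconclusive = mean under 30% yet at least half of replicates reach 30%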;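 also: positive control wells lacked labelled fibronectin entirely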
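material = AH1F fibroblast monolayer depositing Alexa488-labelled fibronectin into matrix | amount = 10000 AH1F cells/well | buffer or medium = DMEM plus 2% serum, read in PBS | incubation = 1 h cell adhesion before compound, then overnight fibronectin incubation | detection = fluorescence at 485 nm excitation, 525 nm emission | evaluation = percent inhibition as loss of matrix-bound fibronectin fluorescence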
DENV2 CPE: inhibitors of DENV2 cytopathic effect | DENV2-infected cells, cytopathic effect rescue, plate reader | CPE inhibition, % at 9.99 µM | 350,000 tested, 1.7% active; in the data active = CPE inhibition above about 20%, passing the limit was not always enough; inconclusive = no clear call, values can overlap the other calls; tested in BHK-21 cells;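 also: 0% = median of neutral control wells and 100% = median of positive control wells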
* hit, by the source's call; ? = inconclusive; nt = no result given; & = joins results of further samples; [ ] = remark or other dose.

SMILES	INS-1E GSIS act	F508del corr	PAX8 reporter	miR122 inh	EWS-Fli block	FN deposit inh	DENV2 CPE
COc1ccc2c(CC(=O)Nc3ccc(N4CCOCC4)cc3)coc2c1	-31.7	-3.7	6.8	nt	-4.3	-3.1	-3.9
Nc1ccc2c(c1)C(O)c1ccc(Cl)cc1-2 (stereo not given)	nt	-4.2	9.7	2.8	-31.1	-1.9	-0.5
S=c1[nH]nc(-c2ccc(Cl)cc2)n1Cc1ccccc1	7.5	0.7	nt	3.9	7.9	nt	0.6
CCc1cc(=O)[nH]c(SCc2ccc(C)cc2)n1	0.9	-2.3	-0.5	-5.6	6.0	-9.6	-4.4
Cc1noc(C)c1C1(O)CCCCCCCCCCC1	4.8	nt	-11.3	2.2	0.2	-5.4	8.7
O=C(O)CCn1nnc2ccccc21	6.0	0.1	-7.6	2.0	4.8	-4.6	1.5
C[C@@H]1CN([C@@H](C)CO)C(=O)c2cccc(NC(=O)C3CC3)c2O[C@H]1CN(C)Cc1ccc(C(=O)O)cc1	52.9	0.7	-21.6	2.0[16.7 µM]	-3.6	nt	-7.5
Cc1ccc(S(=O)(=O)Nc2ccc3c(c2)C(=O)N([C@@H](C)CO)C[C@H](C)[C@H](CN(C)Cc2ccc(C(F)(F)F)cc2)OCCCC[C@H](C)O3)cc1	1.6	4.3	108.4*	-4.8[16.7 µM]	5.8	-0.6	-25.4
Cc1ccc(C(=O)N2CCC(C(=O)c3c(C)cc(C)cc3C)CC2)cc1	-45.5	2.5	14.5	9.6	16.5	2.0	-4.6
CCCc1nc2ccccc2n1CC(O)COc1ccc(NC(C)=O)cc1 (stereo not given)	9.7	-1.5	10.1	nt	-6.4	-0.5	9.0
CCOC(=O)C1C(c2ccccc2)C(C(=O)OCC)S(=O)(=O)C(CCN(CC)CC)S1(=O)=O (stereo not given)	3.4	-0.5	17.0	-4.0	9.7	nt	4.0
CCCNC(=O)N(C)C[C@@H]1Oc2cc(C#CC(C)C)ccc2S(=O)(=O)N([C@@H](C)CO)C[C@@H]1C	-2.0	3.2	-0.4	-1.4[16.7 µM]	-5.8	2.5	-1.8
CC(=O)O[C@H]1C[C@@]2(C)[C@@H](C[C@@H](O)[C@H]3[C@@]4(C)CC[C@@H](O)[C@@H](C)[C@@H]4CC[C@@]32C)/C1=C(\CCC=C(C)C)C(=O)O	nt	0.8&1.3	-5.9&-17.5	-2.2&2.9	5.5&-0.8	2.2&-17.9	0.4&3.4
CC(C)CCNC(=O)c1onc(CSc2ccccn2)c1C(=O)NCCC(C)C	-22.7	3.9	-5.4	-2.4	21.1	-2.6	nt
CC(=O)Oc1ccc2nc(-c3cccs3)oc(=O)c2c1	6.3	nt	-1.6	-2.0	nt	0.8	nt
CCOC(=O)/C=C1/SCC(=O)N1CC(=O)Nc1cccc(F)c1	-11.6	1.5	-6.7	5.5	-1.2	-1.2	-2.6
C[C@@H]1CN([C@@H](C)CO)S(=O)(=O)c2ccc(C#CC3CC3)cc2O[C@H]1CN(C)C(=O)C1CC1	-16.2	-0.1	nt	24.1[16.7 µM]	8.1	5.1	4.0
CC1(C)CC(=O)C(N=Nc2cc(Cl)c(Cl)c(Cl)c2)=C(O)C1	nt	nt	9.5	0.2	nt	-5.8	nt
COc1ccc(NC(=O)C(Cc2ccccc2)n2cccc2)cc1 (stereo not given)	-33.9	-1.2	6.6	nt	-12.1	0.5	-2.6
O=C(c1ccc(Cl)c([N+](=O)[O-])c1)N1CCN(C(=O)c2ccco2)CC1	4.8	-1.5	10.4	nt	1.5	1.6	-4.7
Cc1nnc(SCC(=O)N2CCOCC2)[nH]c1=O	8.0	nt	46.7	3.8	1.8	7.5	58.6*
COc1ccc2c3c([nH]c2c1)[C@H](CO)N(C(=O)Nc1ccccc1F)CC31CCN(C(=O)C2CC2)CC1	-41.5	0.3	32.2	nt	21.8	nt	14.5
CO[C@H]1CN(C)C(=O)c2cc(NC(=O)Nc3cccc(F)c3)ccc2OC[C@H](C)N(C(=O)C2CC2)C[C@@H]1C	-29.4	-4.2	6.7	-13.4[16.7 µM]	12.9	4.7	nt
CCN(CC)CCCC(C)NC(=O)c1cc(=O)c2ccccc2o1 (stereo not given)	3.9	0.3	16.4	nt	-1.9	0.5	3.7
CCCCN(C(=O)c1[nH]c(C)c(C(C)=O)c1C)c1c(N)n(CCCC)c(=O)[nH]c1=O	15.8	0.4	6.2	-1.3	-2.2	1.7	-6.3
Cc1noc(C)c1S(=O)(=O)Nc1ccc2c(c1)C(=O)N([C@H](C)CO)C[C@H](C)[C@@H](CN(C)C(=O)NC(C)C)OCCCC[C@H](C)O2	0.1	-1.4	-16.0	-2.6[16.7 µM]	-11.8	-3.6	24.3*
COCCN(Cc1nc(-c2ccc(-c3ccccc3)cc2)oc1C)C(C)C	-2.6	0.6	6.2	3.3	-70.2	-7.5	3.6
O=C(COC(=O)c1ccc(N2CCOCC2)c([N+](=O)[O-])c1)Nc1ccc2c(c1)OCO2	17.2	nt	13.3	nt	nt	-10.4	nt
O=C(OCc1nc2ccccc2s1)c1cccc(N2C(=O)CCC2=O)c1	2.6	nt	-1.3	nt	-59.5	-0.6	9.1
CC(=O)CC(=O)Nc1ccc(Cl)cn1	4.2	-1.5	-4.1	nt	-6.0	-3.1	?
C#CCOCCOCCOCCNc1nc(N2CCOCC2)nc(N2CCN(C(=O)[C@H](CC(N)=O)n3cc(C(N)[C@@H](C)CC)nn3)CC2)n1 (stereo not given in full)	-5.9	-1.0	-29.8	6.4	-14.2	3.8	nt
Brc1ccc2c(c1)[C@H]1OCC[C@H]1[C@@H](c1cccs1)N2	0.4	-1.7	22.5	nt	41.0	-10.2	1.0
Cc1ccc(O)c(C2=NCCNC(C(F)(F)F)=C2)c1	nt	nt	8.2	-3.9	nt	-5.5	nt
COc1ccc(CN(C)C[C@H]2Oc3c(NC(=O)Nc4ccccc4)cccc3C(=O)N([C@@H](C)CO)C[C@H]2C)cc1	-3.1	-3.1	-3.8	1.1[16.7 µM]	3.8	nt	-8.5
O=C1NC(=Nc2ccccc2Cl)S/C1=C\c1cc([N+](=O)[O-])ccc1O	-27.0	3.3	-4.5	nt	1.4	-6.9	3.1
CN(C)C(=S)Nc1nc2ccccc2s1	-0.4	-2.1	-118.2	nt	-20.7	11.0	nt
COc1cccc(CNC(=O)Cn2ccc3cc(S(=O)(=O)N4CCCC4)ccc32)c1	3.4	0.2	-3.1	-2.1	-1.2	2.0	?
CC(C)NS(=O)(=O)c1cc(F)ccc1CN1C(=O)c2cccnc2C1=O	4.3	1.5	1.4	-10.7	2.9	3.8	8.6
Cc1ccc(-c2nc3ccc(Cl)cn3c2Cc2ccccc2C(F)(F)F)cc1	-12.4	0.2	-253.3	11.9	-76.9	-0.4	-3.7
CCC(=O)Nc1cc2c3c(c1)CCN3C(=O)CC2	0.4	1.1	2.5	-6.8	1.4	5.6	0.8
COc1ccc(CCC(=O)Nc2ccc(S(=O)(=O)Nc3ncccn3)cc2)cc1	-0.6	-0.7	-4.0	9.8	-3.0	nt	-2.6
CCCCNC(=O)C1(C)CCCCN1C(=O)c1ccc(F)cc1Cl (stereo not given)	nt	-8.3	-0.4	-11.5	8.9	-8.1	5.0
Nc1nnc(SCC(=O)OCC(=O)Nc2ccccc2F)s1	-0.6	0.4	-0.6	nt	-6.1	nt	7.4
O=C(O)Cn1c(O)c(C2=c3ccccc3=NC2=O)sc1=O	3.8	-3.2	15.8	-1.8	16.4	1.8	-1.5
N#C/C(=C\c1c(Cl)cccc1Cl)c1nn(-c2ccccc2)c(-n2cccc2)c1C#N	-4.8	0.5	22.2	17.1	19.9	-3.4	-4.7
C[C@@H]1CN([C@H](C)CO)C(=O)Cc2cc(NC(=O)Cn3cnnn3)ccc2O[C@@H]1CN(C)C(=O)Nc1ccc(F)cc1	4.4	-2.6	-11.7	2.3[16.7 µM]	-10.2	nt	nt
Cc1noc(C)c1S(=O)(=O)N(C)C[C@H]1Oc2ccc(NC(=O)Cc3cn(C)c4ccccc34)cc2CC(=O)N([C@H](C)CO)C[C@H]1C	5.9	-0.8	nt	-7.3[16.7 µM]	2.4	nt	-7.8
Cc1ccc(C)c(S(=O)(=O)N2CCCCC2CCNC(=O)C(=O)NCc2ccncc2)c1 (stereo not given)	11.3	-2.3	69.1*	nt	16.3	-2.8	-1.9
CCOC(=O)c1c(NC(=O)c2ccccc2N(C)S(=O)(=O)c2ccccc2)sc2c1CCCC2	1.6	nt	27.7	162.3*	?	-2.2	5.1
CN1CCN(CC(O)COc2ccc(C(=O)O)cc2)CC1 (stereo not given)	nt	2.7	9.0	-13.1	3.7	0.5	7.9
CC(=O)N(C)C[C@H]1Oc2cc(C#CC(C)C)ccc2S(=O)(=O)N([C@@H](C)CO)C[C@H]1C	14.1	-0.2	nt	-25.5[16.7 µM]	1.8	-8.0	6.1
CC1CCCN(C(=O)CSc2nnc(-c3cccs3)o2)C1 (stereo not given)	7.9	7.4	-119.0	-2.4	-43.1	0.1	?
CCCCCC1(C)NC(=S)N(c2ccccc2)N1 (stereo not given)	8.6	0.6	13.9	nt	6.5	1.9	-6.1
CCOC(=O)C1CCN(S(=O)(=O)c2cc(C(=O)N3CCCCC3)ccc2OC)CC1	-3.6	-0.2	12.1	4.0	2.9	nt	-4.6
Nc1cc(C(=O)O)c(Oc2ccc(Cl)cc2Cl)cc1C(=O)O	28.7	nt	-10.2	nt	nt	9.1	nt
Cc1csc(=O)n1CC(=O)OCc1nnc(-c2ccc([N+](=O)[O-])cc2)o1	14.2	-2.2	-8.3	-9.9	-1.9	-6.5	6.6
C[C@H](NC(=O)C[C@@H]1CC[C@H]2[C@@H](COC[C@@H](O)CN2Cc2ccc(C(F)(F)F)cc2)O1)c1ccccc1	-12.2	-1.3	11.9	-2.1[16.7 µM]	0.1	-11.0	-5.8
CS(=O)(=O)Nc1ccc2c(c1)[C@@H]1C[C@H](CC(=O)NCc3cc(F)ccc3F)O[C@H](CO)[C@@H]1O2	-0.3	-0.9	5.9	2.2[16.7 µM]	-7.4	-9.5	5.5
CN1c2ccc(-c3ccc(F)cc3)cc2[C@H]2[C@H](CCN2C(=O)c2ccccn2)[C@@H]1CO	-43.5	2.1	-24.2	-7.3[16.7 µM]	-0.8	-1.7	-9.1
Cc1cn([C@H]2C[C@H](O)[C@@H](CNCc3ccc(C#CCCO)cc3)O2)c(=O)[nH]c1=O	-3.6	1.1	-8.9	-3.0	3.2	-5.3	-3.7

Next part
SMILES	INS-1E GSIS act	F508del corr	PAX8 reporter	miR122 inh	EWS-Fli block	FN deposit inh	DENV2 CPE
O=C(NC1CCCCC1)NC12CC3CC(CC(C3)C1)C2	10.5	nt	-6.4	nt	8.0	-10.6	-2.0
CC(=O)c1cccc(N(C(=O)c2ccco2)C(C(=O)NC2CCCC2)c2cccs2)c1 (stereo not given)	-20.4	1.3	15.0	nt	9.5	2.2	-6.9
COc1ccc(NC(=O)C2CCN(S(=O)(=O)c3cccc4cccnc34)CC2)cc1	-3.2	-1.9	4.5	nt	2.4	1.7	2.0
S=C(NCCc1ccccn1)Nc1ccc(Cl)cc1Cl	-12.9	-1.6	-27.4	nt	-17.1	7.7	-3.6
COc1ccc(C(CNc2nc(-c3cccnc3)nc3ccccc23)N(C)C)cc1 (stereo not given)	-7.4	-1.8	13.0	3.2	5.5	-0.4	7.7
CCS(=O)(=O)N1CC2(C1)CN(S(=O)(=O)c1cccc(OC)c1)[C@H](CO)c1[nH]c3cc(OC)ccc3c12	-19.4	1.5	nt	nt	10.4	3.1	3.1
